# High-throughput results as filed in PubChem.
# EPAC2 ag: EPAC2 (human) agonism. 360,000 tested, 0.079% active. Q8WZA2. EPAC2 activation, biochemical qHTS; response scale: 100% = 6.5 mM cAMP response. Potency, µM (series often up to 154 µM), inactives show at the highest dose activation, hits mostly activators; also: potency is read from the fitted curve at half-maximal effect; nearly all actives have a fitted effect of over 50% in size
#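 qHTS, titration series. 100 nM EPAC2 / 250 nM Rap1B-BODIPY-GDP / 50 uM GDP; RT; ex 480/em 540 nm, 5-min reads to 30 min. Norm. to 6.5 mM cAMP = activation.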
# CCT modulator: modulators of cytosolic chaperonin (CCT/TRiC) activity; purified chaperonin ATPase assay, HTRF ADP detection, 30 min; activity change, % (concentration not given with the values), hits read low; 360,000 tested, 0.3% active; AID 651819; in the data active = activity change below about -30%; also: % is scaled to controls: 0 for no effect and ±100 for the full control effect
#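 ATPase activity: ADP formed was measured by HTRF Transcreener (665/615 nm ratio) after 30 min at 37 deg C with 10 uM ATP. Compounds screened at one 76 uM concentration against 40 or 20 nM TRiC in Tris pH 7.4/KCl/MgCl2/DTT buffer.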
# EPAC1 ag: activates human EPAC1 exchange factor; O95398; EPAC1 agonist qHTS, biochemical assay; response scale: 100% = response to 6.5 mM cAMP; Potency, µM (titrated, usually from 154 µM), inactives show at the top dose activation, hits mostly activators; 360,000 tested, 0.073% active; AID 720707; also: potency is read from the fitted curve at half-maximal effect; nearly all actives have a fitted effect of over 60% in size
#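 Compounds were pinned as a concentration titration into mixtures of EPAC1 (100 nM), BODIPY-GDP-loaded Rap1B (250 nM) and GDP (50 uM). After 5 min at room temperature, fluorescence was followed for 30 min; activity was scaled to 6.5 mM cAMP.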
# EPAC1 antagonist: blocks human EPAC1 exchange factor; O95398; EPAC1 GEF assay, Rap1b-BODIPY-GDP exchange fluorescence; Potency, µM (titrated, usually from 115 µM), for inactives: at the top dose activity change, negative = inhibition, most hits filed as inhibitors; 360,000 tested, 0.14% active;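 also: potency is read from the fitted curve at half-maximal effect; plate controls were vehicle for no effect and positive control for full effect; nearly all actives have a fitted effect of over 50% in size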
# WRN inhibitor: blocks human WRN helicase; AID 651768; WRN helicase unwinding, fluorescent forked duplex, kinetic; 360,000 tested, 0.46% active; Potency, µM (doses to about 114 µM), without a hit: top-dose activity change, negative = inhibition, most hits filed as inhibitors; also: potency is read from the fitted curve at half-maximal effect; % is scaled to controls: 0 for no effect and ±100 for the full control effect; nearly all actives have a fitted effect of over 55% in size
# Target sequence (Q14191 whole entry, looked up): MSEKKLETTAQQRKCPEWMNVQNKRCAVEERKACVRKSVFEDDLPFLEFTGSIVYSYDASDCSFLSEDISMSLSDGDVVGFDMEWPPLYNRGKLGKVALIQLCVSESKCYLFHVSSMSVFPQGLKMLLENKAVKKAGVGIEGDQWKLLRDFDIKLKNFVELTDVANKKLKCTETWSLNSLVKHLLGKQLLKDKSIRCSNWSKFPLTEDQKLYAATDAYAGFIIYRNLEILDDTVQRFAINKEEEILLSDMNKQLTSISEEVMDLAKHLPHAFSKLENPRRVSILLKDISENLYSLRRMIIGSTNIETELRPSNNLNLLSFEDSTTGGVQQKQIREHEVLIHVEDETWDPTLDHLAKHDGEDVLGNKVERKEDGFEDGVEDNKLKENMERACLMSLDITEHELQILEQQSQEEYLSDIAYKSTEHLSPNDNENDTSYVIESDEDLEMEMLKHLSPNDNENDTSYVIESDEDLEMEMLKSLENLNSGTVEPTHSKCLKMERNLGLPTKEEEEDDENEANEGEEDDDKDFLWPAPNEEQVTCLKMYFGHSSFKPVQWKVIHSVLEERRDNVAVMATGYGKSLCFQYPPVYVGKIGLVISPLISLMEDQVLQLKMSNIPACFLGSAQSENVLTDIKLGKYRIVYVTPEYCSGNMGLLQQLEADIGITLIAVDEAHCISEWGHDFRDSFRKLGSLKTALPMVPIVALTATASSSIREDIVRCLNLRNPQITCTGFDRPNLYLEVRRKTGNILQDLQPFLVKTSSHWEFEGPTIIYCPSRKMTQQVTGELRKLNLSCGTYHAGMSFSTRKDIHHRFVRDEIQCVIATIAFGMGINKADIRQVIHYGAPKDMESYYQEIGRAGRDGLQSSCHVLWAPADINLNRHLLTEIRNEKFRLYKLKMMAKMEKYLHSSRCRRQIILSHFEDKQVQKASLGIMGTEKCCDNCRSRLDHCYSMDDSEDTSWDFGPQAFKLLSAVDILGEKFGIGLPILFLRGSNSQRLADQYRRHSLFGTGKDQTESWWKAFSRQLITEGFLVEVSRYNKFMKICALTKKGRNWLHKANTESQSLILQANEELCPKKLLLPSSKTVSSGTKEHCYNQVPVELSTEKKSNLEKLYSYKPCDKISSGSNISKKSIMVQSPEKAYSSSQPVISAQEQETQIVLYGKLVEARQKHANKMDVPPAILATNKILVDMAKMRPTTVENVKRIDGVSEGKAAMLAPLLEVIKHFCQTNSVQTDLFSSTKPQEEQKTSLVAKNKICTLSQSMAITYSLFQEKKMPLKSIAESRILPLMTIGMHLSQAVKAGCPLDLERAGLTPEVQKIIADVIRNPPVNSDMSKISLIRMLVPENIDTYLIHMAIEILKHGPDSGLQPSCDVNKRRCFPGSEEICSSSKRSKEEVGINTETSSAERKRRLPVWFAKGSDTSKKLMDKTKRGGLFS
#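 Screening of the MLSMR collection measured strand separation of a quenched forked DNA duplex (100 nM) by 20 nM WRN with 2 mM ATP, all final. Compounds were preincubated with enzyme 15 min at room temperature.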
# PI5P4Ka inh: inhibitors of human PI5P4K alpha; 330,000 tested, 1.2% active; P48426; AID 652105; PI5P4Kalpha enzyme, ADP-Glo luminescence, 60 min; hits give low values; max response, %; active = max response of -50% or lower; inconclusive = between -30% and -50%; inactive = -30% or higher; also: value at the top dose of about 77 µM; % is scaled to controls: 0 for no effect and ±100 for the full control effect
#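 Reactions run in 0.038 M HEPES pH 7.4, 0.28 mM EGTA, 0.1% CHAPS and 5% DMSO, with PI5P4Kalpha, substrate, compound and 5 microM ATP final, one hour at room temperature. Readout is ADP-Glo luminescence.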
# PLK1 PBD block: blocks phosphopeptide binding to human PLK1 polo-box domain; 360,000 tested, 2.8% active; Plk1 PBD binding of FITC phosphopeptide, fluorescence polarization; AID 720504; Potency, µM, inactives show max response, negative = inhibition, hits mostly inhibitors; P53350; also: potency is read from the fitted curve at half-maximal effect; series mostly up to about 57 µM; % is scaled to controls: 0 for no effect and ±100 for the full control effect; nearly all actives have a fitted effect of over 65% in size
# IL-2 act: IL-2 activation | activation, % (series mostly up to about 46 µM) | 360,000 tested, 0.065% active | IL-2 activation reporter assay, cell-based qHTS; stimulated with anti-CD3/CD4/CD28 beads; in transgenic mouse T cells | AID 652025; in the data active = activation above about 50%; inconclusive = mostly about 30% to 49%; also: 0% is about no effect
#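 Readout: EGFP and DsRed signals by fluorescent plate cytometry. Unstimulated transgenic mouse T cells received compound 60 min before antibody-bead stimulation, then incubated 18 h at 37 degrees C.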
# Active calls of the source: *; ? = inconclusive; / = not tested or not shown; [ ] = remark or other dose. Unless noted, calls follow the shape of the dose curve; as a rule, active = well fitted curve in the direction sought with a large enough effect; inconclusive = small, poorly fitted or top-dose-only effect, or another doubt; inactive = no such curve, though single readings can be large; an effect the other way counts as inactive or inconclusive. Some of the compounds tested. The share of hits here may be higher or lower than overall.
(1) Nc1c(NCCCN2CCOCC2)c2ccccc2oc1=O
(2) Cc1cc(C(=O)COC(=O)Cc2n[nH]c(=O)c3ccccc23)c(C)n1CC(F)(F)F
(3) CNC(=O)CSc1nnc(-c2ccco2)n1-c1cccc(C)c1C
(4) CCOc1ccccc1OCC(=O)Nc1ccc(Cl)cc1Cl
(5) O=C(NCc1ccco1)c1ccc2ccccc2c1
(6) CCOc1ccc(NC(=O)COC(=O)c2ccc(S(=O)(=O)N3CCOCC3)cc2)cc1
(7) C=CCNC(=S)NNC(=O)c1cccn(Cc2ccc(Cl)cc2)c1=O
(8) Cc1ccc(SC[C@H](c2ccccc2)N2CCN(C)CCC2=O)cc1

assay / entry	1	2	3	4	5	6	7	8
EPAC2 ag	-2%	-2%	7%	2%	9%	-2%	5%	12%
CCT modulator	-2.5	-1.4	2.3	-2.8	-0.6	-2.7	2.4	0.3
EPAC1 ag	-7%	-6%	-1%	-5%	-1%	5%	4%	5%
EPAC1 antagonist	5%	-3%	14%	-4%	-28%	-9%	1%	-11%
WRN inhibitor	-1%	-20%	-24%	1%	-9%	1%	-9%	10%
PI5P4Ka inh	/	-8	1	0	/	8	-4	-1
PLK1 PBD block	0%	-1%	-16%	-17%	-11%	-6%	-7%	-11%
IL-2 act	-2.1	1.5	1.8	2.6	0.9	-0.3	-0.9	-0.6

(9) COc1ccc(OC)c(-n2c(-c3ccc(S(C)(=O)=O)cc3)cc(C=O)c2C)c1
(10) COc1cc(C)ccc1S(=O)(=O)N1CCCCCC1
(11) CN(C)CCN(Cc1ccco1)S(=O)(=O)c1csc(C(N)=O)c1
(12) Cc1n[nH]c(C)c1S(=O)(=O)N1CCC(C(=O)N2CCn3c2nc2ccccc23)CC1
(13) CCc1ccc(NC(=O)CSC2=C(C#N)C(c3ccc4c(c3)OCO4)CC(=O)N2)cc1 (centres undefined)
(14) CC(C)CSc1nc2c(c(=O)[nH]c(=O)n2C)n1CCc1ccccc1
(15) COc1ccc(NC(=O)COC(=O)c2ccc3c(c2)OCCO3)cc1OC
(16) COc1ccc(O)c(/C=N/NC(=O)c2cc(=O)[nH]c3ccccc23)c1

assay / entry	9	10	11	12	13	14	15	16
EPAC2 ag	8%	7%	5%	4%	5%	6%	4%	11%
CCT modulator	2.5	0.1	-0.4	-1.9	-1.3	-0.5	-0.8	-1.7
EPAC1 ag	-6%	9%	13%	7%	21%	2%	-6%	17%
EPAC1 antagonist	1%	9%	-7%	-3%	-4%	6%	-16%	-1%
WRN inhibitor	-13%	6%	-3%	-7%[57.1 µM]	0%	-27%[57.1 µM]	-4%	-8%
PI5P4Ka inh	5	1	4	/	/	2	-3	5
PLK1 PBD block	0%	-6%	-4%	-4%	-1%	-9%	-10%	-3%
IL-2 act	-0.8	-0.5	3.3	-0.3	-2.3	-0.6	-0.6	-0.8

# Sorted by SMILES length (lowest first): part of the list above.
(10) COc1cc(C)ccc1S(=O)(=O)N1CCCCCC1
(11) CN(C)CCN(Cc1ccco1)S(=O)(=O)c1csc(C(N)=O)c1
(13) CCc1ccc(NC(=O)CSC2=C(C#N)C(c3ccc4c(c3)OCO4)CC(=O)N2)cc1 (centres undefined)
(12) Cc1n[nH]c(C)c1S(=O)(=O)N1CCC(C(=O)N2CCn3c2nc2ccccc23)CC1

assay / entry	10	11	13	12
EPAC2 ag	7%	5%	5%	4%
CCT modulator	0.1	-0.4	-1.3	-1.9
EPAC1 ag	9%	13%	21%	7%
EPAC1 antagonist	9%	-7%	-4%	-3%
WRN inhibitor	6%	-3%	0%	-7%[57.1 µM]
PI5P4Ka inh	1	4	/	/
PLK1 PBD block	-6%	-4%	-1%	-4%
IL-2 act	-0.5	3.3	-2.3	-0.3

# (more compounds)
(17) c1ccc(CCn2nnnc2C(c2cccs2)N2CCOCC2)cc1 (centres undefined)
(18) COc1cc(C2Nc3cccc4cccc(c34)N2)ccc1OC(C)=O
(19) CC1(C)CC(NC(=O)c2cc(S(=O)(=O)N3CCCCC3)ccc2Cl)CC(C)(C)N1
(20) COc1ccc(NS(=O)(=O)c2cc(NC(=O)Cc3c(F)cccc3Cl)ccc2OC)cc1
(21) O=[N+]([O-])c1ccccc1C=CC=NN=Cc1ccccc1O
(22) O=C(Nc1cccc(NC(=O)c2cccnc2)c1)c1cccnc1
(23) O=S(=O)(NCc1cccs1)c1cccc2cccnc12
(24) O=C(Nc1ccncc1)c1ccc2c(c1)C(=O)N(C1CCCCC1)C2=O

assay / entry	17	18	19	20	21	22	23	24
EPAC2 ag	3%	-17%	6%	0%	10%	7%	5%	-2%
CCT modulator	0.0	-5.8	-0.3	-2.8	-0.6	1.5	1.4	0.6
EPAC1 ag	-1%	4%	0%	11%	-4%	-4%	2%	-7%
EPAC1 antagonist	4%	-21%	8%	-7%	-1%	19%	0%	4%
WRN inhibitor	0%	-30%	5%	-29%	-7%	0%	-12%	1%[57.1 µM]
PI5P4Ka inh	-5	?	6	4	6	/	/	5
PLK1 PBD block	-1%	27µM*	7%	-4%	3%	0%	-7%	-5%
IL-2 act	-2.8	-0.3	2.8	-2.8	-3.7	-1.4	0.5	-4.0

(25) CN1CCC(OC(=O)Cc2ccc(Cl)cc2)CC1
(26) CCOC(=O)N(C)S(=O)(=O)c1ccccc1[N+](=O)[O-]
(27) CC(=O)c1ccc(NS(=O)(=O)c2ccc(CC(C)C)cc2)cc1
(28) CSc1ccc(C(=O)C2CCCN(C(=O)c3nonc3C)C2)cc1 (centres undefined)
(29) O=C(c1cc2ccccc2o1)N1CC=C(c2ccccc2)CC1
(30) Cc1ccc(CN2CCN(CC(=O)N/N=C/c3c[nH]c4ccccc34)CC2)cc1
(31) CCn1cc(/C=C(\NC(=O)c2ccccc2F)C(=O)NCCCn2ccnc2)c2ccccc21
(32) Cc1ccc(SCC(=O)NNC(=O)c2cncc(Br)c2)cc1

assay / entry	25	26	27	28	29	30	31	32
EPAC2 ag	0%	2%	5%	17%	18%	-15%	2%	-7%
CCT modulator	-7.4	0.3	-0.6	-2.0	0.3	-1.0	-0.9	-0.3
EPAC1 ag	4%	4%	22%	10%	3%	0%	-4%	5%
EPAC1 antagonist	5%	1%	-17%	-20%	2%	-5%	8%	-8%
WRN inhibitor	7%	10%	-6%	?	-9%	2%	-10%[57.1 µM]	-6%
PI5P4Ka inh	0	2	/	7	1	0	-1	-3
PLK1 PBD block	-8%	-19%	-11%	-10%	2%	2%	-8%	-2%
IL-2 act	1.5	-0.3	-2.7	-4.9	2.5	0.7	-1.4	0.5

(33) OC[C@@H]1CN(Cc2cccs2)C[C@H](n2cnc3c(NCc4ccco4)ncnc32)O1
(34) O=C(CSc1nnc(-c2ccncc2)n1CC1CCCO1)Nc1nccs1 (centres undefined)
(35) COc1ccc(N2CCN(S(=O)(=O)CCNC(=O)Cc3ccc([N+](=O)[O-])cc3)CC2)cc1
(36) CCCCN(C(=O)c1cc2ccccc2o1)c1c(N)n(CCCC)c(=O)[nH]c1=O
(37) O=C(Nc1ccc(O)cc1C(=O)O)c1ccc(NC(=O)c2ccco2)cc1
(38) CCCCN(CC)CCNC(=O)c1cc2c(=O)[nH]c3ccc(C)cc3c2s1
(39) O=C(COC(=O)/C=C/c1ccco1)NCc1ccccc1
(40) COc1cccc(C2=CC(=O)CC(c3ccco3)C2)c1 (centres undefined)

assay / entry	33	34	35	36	37	38	39	40
EPAC2 ag	-3%	7%	-9%	-2%	12%	-2%	15%	14%
CCT modulator	0.3	-1.3	0.6	1.2	-0.6	1.0	1.8	1.4
EPAC1 ag	-1%	7%	-6%	-5%	-6%	3%	5%	6%
EPAC1 antagonist	-16%	0%	-12%	-7%	-13%	-19%	-2%	-6%
WRN inhibitor	6%	3%	6%	-5%	-6%	35%	2%	-5%
PI5P4Ka inh	-4	1	-2	-9	-14	2	3	?
PLK1 PBD block	0%	-7%	0%	-3%	-12%	0%	-16%	-15%
IL-2 act	-0.4	0.0	-1.9	3.5	1.1	-6.5	2.0	2.9

(41) CC(=O)c1cnn(-c2cc(Oc3cccc(C)c3)ncn2)c1C
(42) CC(NC(=O)CCNS(=O)(=O)c1cccc2nonc12)c1ccccc1 (centres undefined)
(43) CC(=O)Cc1nsc(Nc2ccc(F)cc2)n1
(44) CCOC(=O)CNC(=S)N(CCCN1CCCCCC1)Cc1cccs1
(45) Cc1c(C(=O)Nn2cnnc2)oc2ccccc12
(46) Cc1ccc2c(c1)Sc1c(ccc3ccccc13)N2
(47) CC(=O)Cc1nsc(Nc2ccccc2)n1
(48) Cc1cc(C(F)(F)F)n(-c2nc(C(=O)NN)cs2)n1

assay / entry	41	42	43	44	45	46	47	48
EPAC2 ag	-6%	-3%	3%	2%	0%	19%	3%	-8%
CCT modulator	-2.7	-1.4	1.4	3.0	-2.5	0.6	-0.3	-0.9
EPAC1 ag	0%	-4%	-6%	8%	11%	16%	3%	-4%
EPAC1 antagonist	1%	-1%	7%	14%	6%	0%	-10%	3%
WRN inhibitor	-10%	-3%	-8%	-4%	-8%	-2%	2%	-4%
PI5P4Ka inh	8	-5	7	4	1	4	5	-6
PLK1 PBD block	0%	8%	-3%	-1%	-2%	?	-6%	-7%
IL-2 act	0.2	1.3	-3.3	0.1	1.7	0.6	-2.9	0.3

(49) C=CCNC(=O)CSc1nc2sc(C)c(C)c2c(=O)[nH]1
(50) CCOC(=O)N1CCC(NC(=O)CC2C(=O)NCCN2Cc2ccc(C)cc2)CC1 (centres undefined)
(51) CCOC(=O)N1CCN(C(=O)c2ccc3ccccc3c2)CC1
(52) O=C([C@H]1O[C@@H](n2ccc(=O)[nH]c2=O)[C@H](O)[C@@H]1O)N1CCN(Cc2ccccn2)CC1
(53) COC(=O)c1ccc(/C=N\NC(=O)c2c(C)nc3ccc(Cl)cn23)cc1
(54) O=C(O)COc1ccc2nsnc2c1Cl
(55) O=C1CCC(/C=C/c2ccccc2)=NN1
(56) CN(C)CCCOC(=O)c1ccc(Cl)cc1Cl
(57) CCOc1ccccc1NC(=O)CN(C)S(=O)(=O)c1cnc[nH]1

assay / entry	49	50	51	52	53	54	55	56	57
EPAC2 ag	12%	-4%	0%	2%	-1%	7%	0%	9%	-1%
CCT modulator	-3.9	-1.0	-0.1	-0.3	-1.7	-0.8	-4.5	1.9	-2.6
EPAC1 ag	9%	-14%	-2%	-6%	5%	3%	2%	-6%	-5%
EPAC1 antagonist	1%	1%	-2%	-20%	-22%	3%	7%	7%	-5%
WRN inhibitor	0%	6%	-8%	-3%	1%	-34%	0%	11%	9%
PI5P4Ka inh	-2	-6	1	0	-9	-11	3	/	2
PLK1 PBD block	-5%	-1%	-5%	-8%	-13%	-10%	-1%	-4%	-2%
IL-2 act	-1.6	2.2	-0.7	-0.7	0.5	0.0	0.4	-4.2	-1.2
